From PubChem
Mtb BioA inh: inhibitors of Mycobacterium tuberculosis BioA enzyme; inhibition, % at 9.99 µM; AID 602481; hit rate 0.096% among 360,000; purified M. tuberculosis BioA enzyme, plate reader; in the data active means inhibition above about 40%
* = called active by the depositor. Only part of the results is shown; rates above refer to the full screens.

SMILES	Mtb BioA inh
CC=Cc1ccc2n(c1=O)C[C@@H]1[C@@H](CO)[C@H](C(=O)NCc3ccccc3)N(Cc3cncnc3)[C@H]21 (mixture of isomers)	-1.7
COc1ccc(NC(=O)N(C)C[C@H]2Oc3ccc(NC(=O)c4ccncc4)cc3CC(=O)N([C@@H](C)CO)C[C@H]2C)cc1	1.7
CCCC#Cc1cnc2c(c1)C(=O)N([C@@H](C)CO)C[C@@H](C)[C@@H](CN(C)C(=O)Nc1cccc(F)c1)O2	-3.8
COCC(=O)N1[C@H](CO)[C@@H]2c3ccccc3N(C(=O)c3ccccc3F)C[C@@H]21	-0.6
O=C(c1ccncc1)N1CCCCN2[C@H](CO)[C@H](c3ccc(C#Cc4ccccn4)cc3)[C@@H]2C1	4.6
C[C@@H]1CN([C@H](C)CO)C(=O)c2cc(NC(=O)c3ccncc3)ccc2O[C@@H](C)CCCCO[C@@H]1CN(C)C(=O)Cc1ccccc1	0.0
COc1ccc(NC(=O)Nc2ccc3c(c2)CC(=O)N([C@H](C)CO)C[C@@H](C)[C@H](CN(C)C(=O)Nc2ccc(OC)cc2)O3)cc1	-3.4
COc1cccc(NC(=O)N(C)C[C@@H]2Oc3cc(-c4ccccc4OC)ccc3S(=O)(=O)N([C@H](C)CO)C[C@H]2C)c1	-3.1
C[C@H](CO)N1C[C@H](C)[C@@H](CN(C)Cc2ccc3c(c2)OCO3)OCCCC[C@H](C)Oc2ccc(NS(=O)(=O)c3ccc(F)cc3)cc2C1=O	4.2
COc1ccc(CN(C)C[C@H]2Oc3ccc(NS(=O)(=O)c4ccc(F)cc4)cc3C(=O)N([C@H](C)CO)C[C@@H]2C)cc1	-2.3
O=C(C[C@@H]1CC[C@@H]2[C@H](COC[C@@H](O)CN2Cc2ccc3c(c2)OCO3)O1)N1CCCCC1	0.7
COc1ccccc1S(=O)(=O)Nc1ccc2c(c1)C(=O)N(C)C[C@H](OC)[C@@H](C)CN[C@H](C)CO2	-0.5
C[C@@H]1CCCCO[C@@H](CN(C)C(=O)c2ccccc2)[C@@H](C)CN([C@H](C)CO)C(=O)c2cc(NC(=O)CCCCCC(=O)Nc3ccccc3N)ccc2O1	-1.6
C[C@@H]1CN([C@H](C)CO)C(=O)c2cc(C#C[C@@H](C)O)cnc2O[C@H]1CN(C)C(=O)CN1CCOCC1	-2.5
C[C@H]1CN([C@@H](C)CO)C(=O)Cc2cc(NC(=O)C3CC3)ccc2O[C@@H]1CN(C)C(=O)NC1CCCCC1	-1.0
O=C(C[C@@H]1C[C@@H]2c3cc(NC(=O)c4ccc5c(c4)OCO5)ccc3O[C@@H]2[C@H](CO)O1)NCC(F)(F)F	-2.1
CCC(=O)N1C[C@H](C)[C@@H](OC)CN(C)C(=O)c2cc(NS(C)(=O)=O)ccc2OC[C@H]1C	-4.0
C[C@H]1CN([C@@H](C)CO)C(=O)c2c(c3ccccc3n2C)-c2ccccc2CO[C@@H]1CN(C)S(=O)(=O)c1ccc(C#N)cc1	-0.4
CO[C@H]1CN(C)C(=O)c2cc(NC(=O)NC(C)C)ccc2OC[C@H](C)N(C)C[C@H]1C	-3.6
CC(C)NC(=O)N1CCCCN2[C@H](CO)[C@H](c3ccc(Br)cc3)[C@@H]2C1	2.0
COc1cccc(S(=O)(=O)N[C@@H]2CC[C@@H](CCn3cc(-c4ccccn4)nn3)O[C@H]2CO)c1	-0.4
Cc1noc(C)c1S(=O)(=O)Nc1ccc2c(c1)C(=O)N([C@@H](C)CO)C[C@@H](C)[C@@H](CN(C)Cc1ccc(Oc3ccccc3)cc1)O2	-0.7
COc1ccc(NC(=O)N(C)C[C@H]2OCCCC[C@H](C)Oc3ccc(NS(=O)(=O)c4ccc(C)cc4)cc3C(=O)N([C@H](C)CO)C[C@@H]2C)cc1	-2.9
OC[C@@H]1[C@@H](c2ccc(-c3ccccc3)cc2)[C@@H]2CN(Cc3cncnc3)CCCCN12	-5.4
O=C(C[C@@H]1C=C[C@H](NS(=O)(=O)c2ccc(F)cc2)[C@@H](CO)O1)NCCN1CCCCC1	-2.1
COc1ccccc1-c1ccc2n(c1=O)C[C@H]1[C@H](CO)[C@@H](C(=O)NC3CCC3)N(C(=O)C3CCC3)[C@@H]21	-0.4
C[C@@H]1CCCCO[C@@H](CN(C)C(=O)C2CCCCC2)[C@H](C)CN([C@H](C)CO)C(=O)c2cc(N(C)C)ccc2O1	1.8
Cc1ccc(S(=O)(=O)Nc2ccc3c(c2)C(=O)N([C@@H](C)CO)C[C@@H](C)[C@H](CN(C)C(=O)CCC(F)(F)F)OCCCC[C@H](C)O3)cc1	-0.1
O=C(C[C@@H]1CC[C@@H]2[C@H](COC[C@H](O)CN2S(=O)(=O)c2ccc(F)cc2)O1)NCc1ccncn1	-1.6
COc1ccccc1-c1ccc2n(c1=O)C[C@H]1[C@H](CO)[C@@H](C(=O)N(C)C)N[C@@H]21	3.2
COCC#Cc1cnc2c(c1)C(=O)N([C@@H](C)CO)C[C@H](C)[C@@H](CN(C)C(=O)Nc1c(C)noc1C)O2	-1.2
C[C@H]1CN([C@@H](C)CO)C(=O)c2cc(NC(=O)Nc3ccccc3)ccc2O[C@@H]1CN(C)C(=O)Nc1cccc2ccccc12	-1.9
C[C@H]1CCCCO[C@@H](CN(C)C(=O)Nc2ccc(F)cc2)[C@@H](C)CN([C@@H](C)CO)C(=O)c2cc(NS(=O)(=O)c3cccs3)ccc2O1	-2.6
CN1C(=O)c2cc(NC(=O)Cc3cccs3)ccc2OC[C@H]2O[C@@H](CC(=O)NCc3ccc(-c4ccccc4)cc3)CC[C@H]21	-1.1
COc1ccccc1CN1[C@@H]2CN(C(=O)c3cccnc3)c3ccccc3[C@@H]2[C@@H]1CO	-5.7
CC(C)C#Cc1ccc([C@H]2[C@@H](C#N)N(C(=O)c3cccc(F)c3)[C@H]2CO)cc1	-0.8
N#C[C@@H]1[C@@H](c2ccc(-c3cncnc3)cc2)[C@H](CO)N1C(=O)C1CCCC1	-1.2
Cc1ccc(S(=O)(=O)Nc2ccc3c(c2)C(=O)N([C@@H](C)CO)C[C@H](C)[C@@H](CN(C)Cc2ccc(C(F)(F)F)cc2)OCCCC[C@@H](C)O3)cc1	-0.3
N#C[C@H]1[C@@H](c2ccc(C3=CCCCC3)cc2)[C@@H](CO)N1C(=O)NC1CCCCC1	2.0
C[C@@H]1CN([C@H](C)CO)S(=O)(=O)c2ccc(/C=C/c3ccccc3)cc2O[C@@H]1CN(C)C(=O)c1ccccc1	-1.4
CC(C)OC(=O)N(C)C[C@H]1OCc2ccccc2-c2ccccc2C(=O)N([C@H](C)CO)C[C@@H]1C	-3.1
O=C(C[C@@H]1C=C[C@H](NC(=O)C2CCC2)[C@@H](CO)O1)NCC1CC1	0.7
C[C@@H]1CN([C@@H](C)CO)C(=O)Cc2cc(NC(=O)Nc3cccc4ccccc34)ccc2O[C@H]1CN(C)C(=O)Nc1ccc(C(F)(F)F)cc1	3.5
C[C@@H]1CCCCO[C@@H](CN(C)S(=O)(=O)c2cccs2)[C@H](C)CN([C@H](C)CO)C(=O)c2cc(NC(=O)Cc3ccccc3)ccc2O1	3.3
COc1ccccc1NC(=O)N[C@@H]1CC[C@@H](CCNS(=O)(=O)c2ccccc2)O[C@@H]1CO	1.1
Cc1ccccc1-c1ccc2c(c1)O[C@H](CN(C)Cc1ccncc1)[C@@H](C)CN([C@H](C)CO)S2(=O)=O	2.9
COc1ccc(S(=O)(=O)Nc2ccc3c(c2)C(=O)N([C@@H](C)CO)C[C@@H](C)[C@@H](CN(C)C(=O)CCCN(C)C)OCCCC[C@@H](C)O3)cc1	-3.6
Cc1ccc(-c2ccc([C@@H]3[C@H](CO)N4CCCCN(Cc5ccccn5)C[C@@H]34)cc2)cc1	0.2
COc1ccc(CN2C[C@H](C)[C@@H](OC)CN(C)C(=O)c3ccc(NC(=O)c4nc5ccccc5s4)cc3OC[C@H]2C)cc1	-2.5
C[C@@H]1CN([C@H](C)CO)C(=O)c2cc(NC(=O)Nc3cccc4ccccc34)ccc2O[C@@H](C)CCCCO[C@@H]1CN(C)C(=O)c1ccccc1	0.1

Quoted at random: 2 records from the list
SMILES	Mtb BioA inh
COc1ccc(S(=O)(=O)Nc2ccc3c(c2)C(=O)N([C@@H](C)CO)C[C@@H](C)[C@@H](CN(C)C(=O)CCCN(C)C)OCCCC[C@@H](C)O3)cc1	-3.6
COc1ccc(CN2C[C@H](C)[C@@H](OC)CN(C)C(=O)c3ccc(NC(=O)c4nc5ccccc5s4)cc3OC[C@H]2C)cc1	-2.5

Other entries:
SMILES	Mtb BioA inh
C[C@@H]1CN([C@H](C)CO)C(=O)c2cccc(NC(=O)C3CCOCC3)c2O[C@H]1CN(C)S(C)(=O)=O	0.1
Cc1ccc(S(=O)(=O)Nc2cccc3c2O[C@H](CN(C)S(=O)(=O)c2ccc(C)cc2)[C@H](C)CN([C@H](C)CO)C3=O)cc1	-3.9
COc1ccc(NC(=O)N(C)C[C@H]2Oc3ccc(NS(C)(=O)=O)cc3C(=O)N([C@H](C)CO)C[C@H]2C)cc1	-1.0
C[C@@H]1CN([C@@H](C)CO)C(=O)Cc2cc(NC(=O)Nc3ccc4c(c3)OCO4)ccc2O[C@H]1CN(C)Cc1ccc(C(F)(F)F)cc1	1.2
COc1ccc(S(=O)(=O)Nc2ccc3c(c2)C(=O)N([C@@H](C)CO)C[C@@H](C)[C@@H](CN(C)C(=O)Nc2c(C)noc2C)OCCCC[C@H](C)O3)cc1	-0.9
C[C@H](CO)N1C[C@H](C)[C@@H](CN(C)S(=O)(=O)c2ccc(Cl)cc2)Oc2ccc(NC(=O)CCCN(C)C)cc2C1=O	3.4
CO[C@H]1CN(C)C(=O)c2cc(NC(=O)Nc3ccc4c(c3)OCO4)ccc2OC[C@H](C)NC[C@H]1C	1.1
O=C(C[C@@H]1CC[C@H]2[C@@H](COC[C@H](O)CN2Cc2nccs2)O1)NCc1ccc(Cl)cc1	6.3
C[C@@H]1CN([C@H](C)CO)C(=O)c2cc(NS(=O)(=O)c3cn(C)cn3)ccc2O[C@@H]1CN(C)Cc1ccc(Oc2ccccc2)cc1	2.5
COc1ccc(NC(=O)N2C[C@@H](O)COC[C@H]3O[C@H](CC(=O)N4CCOCC4)CC[C@@H]32)cc1	-3.5
Cc1noc(C)c1NC(=O)Nc1ccc2c(c1)CC(=O)N([C@H](C)CO)C[C@H](C)[C@@H](CN(C)C)O2	5.5
N#Cc1ccc(-c2ccc([C@H]3[C@@H](CO)N4CCCCN(S(=O)(=O)c5ccccc5)C[C@H]34)cc2)cc1	-5.8
COc1cccc(CNC(=O)C[C@H]2CC[C@@H](NC(=O)C3CC3)[C@@H](CO)O2)c1	0.0
CC(=O)N1[C@@H]2Cn3c(ccc(-c4ccncc4)c3=O)[C@H]1[C@@H](C(=O)NC1Cc3ccccc3C1)[C@@H]2CO	-0.2
C[C@@H]1CN([C@@H](C)CO)C(=O)c2cc(NC(=O)C3CCCCC3)ccc2O[C@@H](C)CCCCO[C@@H]1CN(C)Cc1ccc(C(F)(F)F)cc1	-3.0
Cc1ccc(S(=O)(=O)N(C)C[C@H]2OCCCC[C@@H](C)Oc3ccc(NC(=O)CCC(F)(F)F)cc3C(=O)N([C@H](C)CO)C[C@H]2C)cc1	-1.4
O=C(NC[C@H]1N[C@@H](CO)[C@H]1c1ccc(-c2ccccc2F)cc1)c1ccccn1	0.8
Cc1ccccc1S(=O)(=O)N[C@H]1CC[C@H](CCn2cc(Cc3ccccc3)nn2)O[C@@H]1CO	0.5
COc1ccc(NC(=O)Nc2ccc3c(c2)C(=O)N([C@@H](C)CO)C[C@H](C)[C@H](CN(C)S(=O)(=O)c2ccc(C)cc2)OCCCC[C@H](C)O3)cc1	-1.2
C[C@H](CO)N1C[C@H](C)[C@@H](CN(C)C(=O)C2CCCCC2)Oc2ncc(C#CC3CCCC3)cc2C1=O	-4.1

Structures from the list above that contain a thiophene ring, fused or not, in the order listed:
SMILES	Mtb BioA inh
C[C@H]1CCCCO[C@@H](CN(C)C(=O)Nc2ccc(F)cc2)[C@@H](C)CN([C@@H](C)CO)C(=O)c2cc(NS(=O)(=O)c3cccs3)ccc2O1	-2.6
CN1C(=O)c2cc(NC(=O)Cc3cccs3)ccc2OC[C@H]2O[C@@H](CC(=O)NCc3ccc(-c4ccccc4)cc3)CC[C@H]21	-1.1
C[C@@H]1CCCCO[C@@H](CN(C)S(=O)(=O)c2cccs2)[C@H](C)CN([C@H](C)CO)C(=O)c2cc(NC(=O)Cc3ccccc3)ccc2O1	3.3

(continued)
SMILES	Mtb BioA inh
Cc1ccc(-c2cnc3c(c2)C(=O)N([C@@H](C)CO)C[C@@H](C)[C@H](CN(C)C)O3)cc1	-0.2
C[C@@H]1CCCCO[C@@H](CN(C)S(C)(=O)=O)[C@@H](C)CN([C@H](C)CO)C(=O)c2cc(NS(=O)(=O)c3ccccc3)ccc2O1	-2.9
OC[C@H]1[C@@H](c2ccc(C#CC3(O)CCCC3)cc2)[C@H]2CN(Cc3ccncc3)CCCCN21	4.0
C[C@@H]1CCCCO[C@@H](CN(C)S(=O)(=O)c2ccc(F)cc2)[C@@H](C)CN([C@@H](C)CO)C(=O)c2cc(NS(=O)(=O)c3cn(C)cn3)ccc2O1	1.2
CNC[C@H]1Oc2c(NS(C)(=O)=O)cccc2C(=O)N([C@@H](C)CO)C[C@H]1C	0.3
C[C@@H]1CN([C@H](C)CO)C(=O)c2cc(NC(=O)Nc3ccccc3)ccc2O[C@H]1CN(C)Cc1ccc2c(c1)OCO2	1.2
C[C@@H]1CCCCO[C@@H](CN(C)CC2CCCCC2)[C@H](C)CN([C@@H](C)CO)C(=O)c2cc(NS(C)(=O)=O)ccc2O1	1.3
CC(C)C#Cc1cnc2c(c1)C(=O)N([C@H](C)CO)C[C@@H](C)[C@H](CN(C)C(=O)Nc1cccc(F)c1)O2	-0.6

Part of the list above, set out differently:
SMILES | Mtb BioA inh
C[C@@H]1CN([C@H](C)CO)C(=O)c2cccc(NC(=O)C3CCOCC3)c2O[C@H]1CN(C)S(C)(=O)=O | 0.1
COc1ccc(CN(C)C[C@H]2Oc3ccc(NS(=O)(=O)c4ccc(F)cc4)cc3C(=O)N([C@H](C)CO)C[C@@H]2C)cc1 | -2.3
CC=Cc1ccc2n(c1=O)C[C@@H]1[C@@H](CO)[C@H](C(=O)NCc3ccccc3)N(Cc3cncnc3)[C@H]21 (mixture of isomers) | -1.7
